Screening results (PubChem BioAssay)
ERa coact inh: ERα–SRC-1 coactivator interaction inhibitors, primary screen, biochemical, TR-FRET, ERα LBD, estradiol-bound; Estrogen receptor (Homo sapiens), P03372; TR-FRET ER-alpha LBD / SRC-1 peptide; inhibition, % at 25.6 µM; hit rate 1.7% among 86,000; AID 629, 2007; in the data active = inhibition above about 50%;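 note: 0% = receptor plus peptide control and 100% = peptide only without receptor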
ERa coact pot: enhancers of ERα–SRC-1 coactivator binding, primary screen, biochemical, TR-FRET, ERα LBD, low estradiol; Estrogen receptor (Homo sapiens), P03372; TR-FRET ERalpha-LBD/SRC-Cy5 coactivator binding, 2 h; 100 = basal binding, no effect; coactivator binding (% of control), % at 25.6 µM; hit rate 1.3% among 86,000; in the data active = activity above about 200%;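 note: binding measured in presence of low estradiol as agonist stimulus; 0% = peptide alone without receptor and 100% = receptor with peptide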
HUVEC inhibit: inhibitors of HUVEC proliferation, primary screen, cell-based, 384-well; CellTiter-Glo luminescence, 72 h; hits give low values; viability, % at 10 µM (by protocol); hit rate 1.1% among 86,000; AID 648, 2007;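 active = viability at or below 30%; inactive = viability above 30%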;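 note: 100% = median luminescence of DMSO-only cell control wells on each plate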
H69AR growth 86K: proliferation blockers of H69AR lung cancer cells, primary screen, cell-based, human, 86K library; AID 598, 2007; H69AR lung tumor viability, ATP luminescence, 72 h; hits give low values; hit rate 6% among 85,000; viability, % at 10 µM;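 active = viability at or below 40%; inactive = viability above 40%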;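 note: multidrug resistant small cell line overexpressing MRP-1 efflux transporter; 100% = mean luminescence of untreated control wells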
Candida biofilm: clotrimazole potentiators killing Candida biofilms, primary screen, with clotrimazole, Alamar Blue. hit rate 0.14% among 85,000. inhibition, % at 6 µM. AID 834, 2007. C. albicans biofilm + clotrimazole;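 active = inhibition above 20%; inactive = inhibition below 20%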;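 note: preformed 24 hr biofilms exposed to compound for 48 hr; 0% = biofilm without compound and 100% = blank killed by clotrimazole plus chlorhexidine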
sEH activator: soluble epoxide hydrolase activators, primary screen, biochemical, human sEH; AID 717, 2007; activation, % at 2 µM; hit rate 0.04% among 91,000; Bifunctional epoxide hydrolase 2 (Homo sapiens), P34913; purified human sEH enzymatic activity, activator screen; in the data active = activation above about 37%; note: values of inactives mirror those of a sister screen read the other way
Smad3 FoxH1 inh: Smad3/FoxH1 peptide binding inhibitors, primary screen, biochemical, TR-FRET. Mothers against decapentaplegic homolog 3 (Homo sapiens), P84022. inhibition, % at 25 µM. AID 630, 2007. hit rate 0.29% among 88,000. TR-FRET Smad3/Dy647-FoxH1 peptide binding, europium anti-His;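 active = compounds that reduce the energy-transfer binding signal between the protein and its labelled peptide by more than half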;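 note: 0% = Smad3 plus labelled peptide maximal FRET and 100% = peptide-only background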
Target sequence (P84022 whole entry, looked up): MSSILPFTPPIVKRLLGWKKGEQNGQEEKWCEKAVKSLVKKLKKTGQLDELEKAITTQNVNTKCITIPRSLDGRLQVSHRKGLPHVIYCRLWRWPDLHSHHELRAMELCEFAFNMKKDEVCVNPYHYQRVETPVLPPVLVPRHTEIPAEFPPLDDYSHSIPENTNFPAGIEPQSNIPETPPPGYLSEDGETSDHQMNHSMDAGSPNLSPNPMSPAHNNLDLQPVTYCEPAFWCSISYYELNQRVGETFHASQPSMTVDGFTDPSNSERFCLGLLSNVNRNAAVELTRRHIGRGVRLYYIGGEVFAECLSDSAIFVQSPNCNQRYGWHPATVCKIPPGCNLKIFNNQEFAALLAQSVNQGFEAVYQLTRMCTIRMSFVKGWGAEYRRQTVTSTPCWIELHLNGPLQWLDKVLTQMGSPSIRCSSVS
ERb coact inh: inhibitors of ERβ-SRC1 coactivator interaction, primary screen, biochemical, TR-FRET, ERβ LBD, SRC-1 peptide | TR-FRET ER-beta LBD / SRC1-Cy5 peptide binding; receptor agonist-loaded with 1 µM estradiol | inhibition, % at 25.6 µM | AID 633, 2007 | Estrogen receptor beta (Homo sapiens), Q92731 | hit rate 1.3% among 86,000;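 active = compounds whose percent inhibition of the receptor-coactivator binding signal exceeds about 50% in the single-dose screen, limit read from the data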;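 note: 0% = receptor plus peptide wells without compound and 100% = peptide-only wells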
Target sequence (Q92731 whole entry, looked up, the tested form may be a part): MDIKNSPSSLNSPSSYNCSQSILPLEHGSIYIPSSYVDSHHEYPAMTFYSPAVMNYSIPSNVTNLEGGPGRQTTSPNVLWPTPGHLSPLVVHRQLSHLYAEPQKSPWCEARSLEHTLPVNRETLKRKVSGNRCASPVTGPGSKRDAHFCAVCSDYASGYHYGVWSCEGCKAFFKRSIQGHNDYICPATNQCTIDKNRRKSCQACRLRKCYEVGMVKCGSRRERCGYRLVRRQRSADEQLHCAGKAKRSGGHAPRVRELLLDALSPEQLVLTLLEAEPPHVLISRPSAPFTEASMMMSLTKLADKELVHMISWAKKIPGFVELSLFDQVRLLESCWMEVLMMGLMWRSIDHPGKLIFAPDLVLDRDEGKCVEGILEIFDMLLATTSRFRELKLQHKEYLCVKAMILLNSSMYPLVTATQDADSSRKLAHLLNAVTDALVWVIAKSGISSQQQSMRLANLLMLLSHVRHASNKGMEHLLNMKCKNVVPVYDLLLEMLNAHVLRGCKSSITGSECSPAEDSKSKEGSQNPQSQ
Fibroblast inh: antiproliferative effect on LL 47 fibroblasts – human, LL 47 cells, CellTiter-Glo luminescence, primary screen; AID 719, 2007; hit rate 1.1% among 85,000; LL 47 human lung fibroblast viability, ATP luminescence; hits give low values; viability, % at 10 µM;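 active = viability at or below 50% in the single dose screen; inactive = viability above 50%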;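 note: compound exposure lasted 72 h before the ATP readout; 100% = median luminescence of untreated cell-only wells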
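Test system: LL 47 human lung fibroblasts / Quantity: 1,150 cells in each well / Medium: IMEM growth medium with 15% fetal bovine serum / Incubation: 72 h compound exposure at 37 °C after overnight plating / Detection: CellTiter-Glo luminescence measuring cellular ATP / Read-out: % viability versus median cells-only luminescence / Benchmarks: cell-only wells, no compound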
* hit, by the source's call; nt = no result given; [ ] = remark or other dose.

SMILES	ERa coact inh	ERa coact pot	HUVEC inhibit	H69AR growth 86K	Candida biofilm	sEH activator	Smad3 FoxH1 inh	ERb coact inh	Fibroblast inh
CCCCCOc1ccc(C(=O)NC(C(=O)O)C(C)C)cc1 (stereo not drawn)	0	100	96	87	4	-5	0	-14	104
COc1ccc(-c2[nH]ncc2Oc2ccccc2OC)c(O)c1	-10	98	98	39*	2	-5	2	-8	101
COc1ccc(-n2cnc3cc(NCc4ccco4)ccc32)cc1	7	108	122	88	4	7	2	1[fluorescence artefact?]	78
Cc1ccc(S(=O)(=O)N2CCCC2CO)cc1 (stereo not drawn)	-2	103	89	91	11	0	0	-13	95
CC(=O)N1CCc2cc(S(=O)(=O)Nc3cccc(C(F)(F)F)c3)ccc21	6	93	97	83	5	2	5	-2	97
CCCCCCn1c(N2CCN(c3ccccc3)CC2)nc2c1c(=O)n(C)c(=O)n2C	-4	96	23*	69	5	-12	0[fluorescence artefact?]	1	90
Cn1nnnc1SCC(=O)Nc1ccc(N2CCOCC2)cc1	-27	104	98	85	7	3	7	-14[fluorescence artefact?]	99
O=C(Nc1nc2ccccc2n1CCN1CCCCC1)C1CCCCC1	-7	105	107	31*	4	3	3	-6	87
COc1ccc(N2CC(C(=O)Nc3nccs3)CC2=O)cc1 (stereo not drawn)	-13	107	104	84	3	-2	10	-13	106
O=C(Cn1ncc2c(=O)oc3ccccc3c21)N1CCC(N2CCCCC2)CC1	8	107	94	93	5	nt	15	-1	92
CCc1ccc2nc(NC3=NCN(CCN4CCOCC4)CN3)nc(C)c2c1	-10	94	87	76	4	nt	9[fluorescence artefact?]	-17[fluorescence artefact?]	82
Cc1ccc(SCCNC(=S)Nc2ccc(C)c(C)c2)cc1	-4	102	64	82	7	-22	1	-3	92
CCCCN1C(=O)C2NN=C(C(=O)OC)C2C1=O (stereo not drawn)	-3	104	88	86	8	-10	11	-4	97
Cn1nc(CC(=O)NC2CCCCC2)c2ccccc2c1=O	-8	111	110	100	3	-10	-2	-11	100
O=C(C1CC1)N1CCc2cc(S(=O)(=O)NCC3COc4ccccc4O3)ccc21 (stereo not drawn)	-5	109	89	89	3	nt	-7	-2	98
O=C1CC(N2CCN(c3cccc(C(F)(F)F)c3)CC2)C(=O)N1c1ccccc1 (stereo not drawn)	1	92	97	101	nt	3	3	-3	93
CC(C)CCNC(=O)c1ccc(C2SCC(=O)N2Cc2ccco2)cc1 (stereo not drawn)	7	101	87	78	9	-54	3	6	102
CN(Cc1nnc(SCC(=O)NCCc2ccccc2)n1C)S(=O)(=O)c1ccccc1	-30	107	98	82	5	5	16	-15[fluorescence artefact?]	98
COc1ccccc1Oc1ccc2c(c1)C(=O)N(c1cccc(O)c1)C2=O	-29	83	111	99	10	2	38[fluorescence artefact?]	-24[fluorescence artefact?]	101
Cc1ccc(C)c(NC2=NC3(CCCCC3)N=C(N)N2)c1	-4	99	88	85	-3	11	3	-16	95
N#CCCSc1nc(N2CCOCC2)c2c(c1C#N)CCCC2	-10	101	89	38*	3	2	-2	-10	81
Cn1c(SCC(=O)NC(c2ccccc2)c2ccccc2)nnc1-c1cccs1	2	93	103	81	1	-1	8	9	109
CCOC(=O)c1nnn(CC(=O)Nc2cccc(OC)c2)c1C(=O)OCC	0	126	105	90	8	-7	-7	-14	103
C#CCSC1=C(C#N)C(c2cccs2)C(C(=O)OCC)=C(C)N1 (stereo not drawn)	3	110	73	43	5	nt	5	4[fluorescence artefact?]	93
O=C(Nc1cnn(Cc2ccccc2)c1)c1nc2ncccn2n1	-10	117	92	94	7	-10	-1	-7	100
SMILES	ERa coact inh	ERa coact pot	HUVEC inhibit	H69AR growth 86K	Candida biofilm	sEH activator	Smad3 FoxH1 inh	ERb coact inh	Fibroblast inh
Cc1ccc2c(c1)c1c3n2CCN=C3CCC1	-15[fluorescence artefact?]	105[fluorescence artefact?]	83	92	6	nt	17	-5	98
CS(=O)(=O)NCCSCc1ccccc1	-6	112	87	90	-1	4	-16	1	98
CCCCCCc1nc2ccccc2c(=O)n1NC(=O)c1c(O)c2c(n(CC(C)C)c1=O)CCCC2	-6	115	85	62	1	1	-9	-4	71
CSC1=NCCN1C(=O)c1ccc(S(=O)(=O)N(C)C)cc1	-11	100	103	90	5	-9	-5	-9	95
O=C(NCCO)C(c1ccccc1)c1ccccc1	-6	116	98	36*	6	6	2	-7	nt
O=C(Nc1nnc(COc2ccccc2)s1)C1CCN(S(=O)(=O)c2ccc(Cl)cc2)CC1	-3	94	77	33*	7	-49	-18	13	81
Cc1cc(NC(=O)CCCC(=O)NCc2cccs2)no1	1	110	99	98	9	5	-4	0	101
COc1ccc(N(C)C2=NS(=O)(=O)c3ccccc32)cc1	-2[fluorescence artefact?]	173[fluorescence artefact?]	59	17*	-1	3	-21	4	66
CC(C)CN(C(=O)COC(=O)C12CC3CC(CC(O)(C3)C1)C2)C1CCS(=O)(=O)C1 (stereo not drawn)	-10	133	99	111	7	-13	-4	-4[fluorescence artefact?]	96
CCN(CCCNC(=O)c1[nH]c(C)c(C(C)=O)c1C)c1ccccc1	-1[fluorescence artefact?]	119	87	73	5	nt	3[fluorescence artefact?]	1[fluorescence artefact?]	101
NC(Cc1ccc2nonc2c1)C(=O)O (stereo not drawn)	2	101	105	105	3	0	-7	8[fluorescence artefact?]	109
CCOC(=O)C1CCN(Cc2ccccc2C)CC1	-3[fluorescence artefact?]	114	100	84	2	-8	7	1	104
Fc1ccc(Cn2ccc(-c3cnc(-c4ccccc4)s3)n2)cc1	1	108	81	96	0	6	15	-6	95
CCOC(=O)Cn1nc(CC)c2ccccc2c1=O	-9	96	91	93	0	28	-6	-2	95
CCOc1ccc(C2CC(c3cccc(OC)c3)n3nc(N)nc3N2)cc1 (stereo not drawn)	-9	99	100	102	1	nt	-19	2[fluorescence artefact?]	97
N#CC1=C(O)CCCn2c1nc1ccccc1c2=O	-2	124[fluorescence artefact?]	97	96	nt	5	-8	-2[fluorescence artefact?]	97
Clc1ccccc1OCCCCN1CCCC1	-17	117	90	91	1	8	-4	-20[fluorescence artefact?]	94
CCOC(=O)CSc1nc(N)c2c3c(sc2n1)CCCC3	2	89	98	89	2	8	1	0	97
CCCCn1c(N)c(Sc2ccc(C)cc2)c(=O)[nH]c1=O	-2	124	100	98	6	nt	-4	-3	103
O=C(Nc1ccc2oc(-c3cccnc3)nc2c1)c1ccc(Br)o1	69*[fluorescence artefact?]	206*[fluorescence artefact?]	86	66	6	-32	1	38[fluorescence artefact?]	102
CC(C)NC(=O)CSCc1ccccc1Cl	-4	98	91	100	1	6	-2	9	101
CSc1nc2sc3c(c2c(=O)n1C)CCC(C)C3 (stereo not drawn)	3	128	90	99	5	0	5	5[fluorescence artefact?]	85
CC1(C)OC(C(=O)NC2CCCCC2)C(C(=O)NC2CCCCC2)O1 (stereo not drawn)	6[fluorescence artefact?]	102	94	93	3	-11	-1	3	98
CC(=O)C(C)Oc1ccc2c3c(c(=O)oc2c1C)CCCC3 (stereo not drawn)	-19	106[fluorescence artefact?]	47	94	4	3	1	-26	91
CC(C)CNC(=O)c1ccccc1NC(=O)CSCc1ccccc1	-2	92	93	50	-1	1	2	-5	105

Individual results from the entries so far:
O=C(Nc1ccc2oc(-c3cccnc3)nc2c1)c1ccc(Br)o1 in ERa coact inh: 69*[fluorescence artefact?]
Cc1cc(NC(=O)CCCC(=O)NCc2cccs2)no1 in Smad3 FoxH1 inh: -4
CC(=O)C(C)Oc1ccc2c3c(c(=O)oc2c1C)CCCC3 (stereo not drawn) in ERa coact pot: 106[fluorescence artefact?]
CCOC(=O)Cn1nc(CC)c2ccccc2c1=O in HUVEC inhibit: 91

Part of the list above in order of count of non-hydrogen atoms, largest number first.
SMILES	ERa coact inh	ERa coact pot	HUVEC inhibit	H69AR growth 86K	Candida biofilm	sEH activator	Smad3 FoxH1 inh	ERb coact inh	Fibroblast inh
CC(C)CN(C(=O)COC(=O)C12CC3CC(CC(O)(C3)C1)C2)C1CCS(=O)(=O)C1 (stereo not drawn)	-10	133	99	111	7	-13	-4	-4[fluorescence artefact?]	96
Cn1nnnc1SCC(=O)Nc1ccc(N2CCOCC2)cc1	-27	104	98	85	7	3	7	-14[fluorescence artefact?]	99
CCCCCOc1ccc(C(=O)NC(C(=O)O)C(C)C)cc1 (stereo not drawn)	0	100	96	87	4	-5	0	-14	104
CSc1nc2sc3c(c2c(=O)n1C)CCC(C)C3 (stereo not drawn)	3	128	90	99	5	0	5	5[fluorescence artefact?]	85
Cc1ccc(S(=O)(=O)N2CCCC2CO)cc1 (stereo not drawn)	-2	103	89	91	11	0	0	-13	95

(continued)
SMILES	ERa coact inh	ERa coact pot	HUVEC inhibit	H69AR growth 86K	Candida biofilm	sEH activator	Smad3 FoxH1 inh	ERb coact inh	Fibroblast inh
COC(=O)c1[nH]c(C)c(/C(O)=C2\C(=O)C(=O)N(CCN3CCOCC3)C2c2cccs2)c1C (stereo not drawn)	-1[fluorescence artefact?]	110	99	81	-1	nt	-12	12[fluorescence artefact?]	97
CCOc1cccc(-c2cc(=O)[nH][nH]2)c1	-6	126[fluorescence artefact?]	95	89	8	12	5	-5	100
COc1ccc2[nH]c(=S)[nH]c2c1	5	93	96	79	4	-4	3	-7	96
C=CCNC(=O)c1cc(=O)c2ccccc2o1	8[fluorescence artefact?]	100	84	80	2	nt	5	0[fluorescence artefact?]	100
CC(C)c1nnc(NC(=O)c2sc3ccccc3c2Cl)s1	-9	95	95	81	6	-6	-5	-12	105
CCOC(=O)C1CCN(C(=O)c2ccc(OC)cc2OC)CC1	-9	104	92	103	5	-2	-4	-4	96

One compound at a time, as listed above. Order of screens: ERa coact inh | ERa coact pot | HUVEC inhibit | H69AR growth 86K | Candida biofilm | sEH activator | Smad3 FoxH1 inh | ERb coact inh | Fibroblast inh
`C=CCNC(=O)c1cc(=O)c2ccccc2o1` reads 8[fluorescence artefact?] | 100 | 84 | 80 | 2 | nt | 5 | 0[fluorescence artefact?] | 100
`COc1ccc2[nH]c(=S)[nH]c2c1` reads 5 | 93 | 96 | 79 | 4 | -4 | 3 | -7 | 96
`COC(=O)c1[nH]c(C)c(/C(O)=C2\C(=O)C(=O)N(CCN3CCOCC3)C2c2cccs2)c1C` (stereo not drawn) reads -1[fluorescence artefact?] | 110 | 99 | 81 | -1 | nt | -12 | 12[fluorescence artefact?] | 97
`CCOc1cccc(-c2cc(=O)[nH][nH]2)c1` reads -6 | 126[fluorescence artefact?] | 95 | 89 | 8 | 12 | 5 | -5 | 100

This is a subset (hit frequency here may not be typical).
